Screening results: PubChem, National Center for Advancing Translational Sciences (NCATS)
RORg inh: blocks mouse ROR gamma transcriptional activity; P51450; Drosophila S2 Gal4-RORgamma UAS-luciferase reporter, 20 h; Potency, µM (doses to about 53.6 µM), for inactives: at the top dose activity change, negative = inhibition, usual class: inhibitors; 5.4% of 310,000 active; further: potency means the concentration at half of the fitted maximal effect; on the % scale 0 is the no-effect control and ±100 the full control effect; nearly all actives have a fitted effect of over 60% in size
Target sequence (P51450 whole entry, looked up, the tested form may be a part): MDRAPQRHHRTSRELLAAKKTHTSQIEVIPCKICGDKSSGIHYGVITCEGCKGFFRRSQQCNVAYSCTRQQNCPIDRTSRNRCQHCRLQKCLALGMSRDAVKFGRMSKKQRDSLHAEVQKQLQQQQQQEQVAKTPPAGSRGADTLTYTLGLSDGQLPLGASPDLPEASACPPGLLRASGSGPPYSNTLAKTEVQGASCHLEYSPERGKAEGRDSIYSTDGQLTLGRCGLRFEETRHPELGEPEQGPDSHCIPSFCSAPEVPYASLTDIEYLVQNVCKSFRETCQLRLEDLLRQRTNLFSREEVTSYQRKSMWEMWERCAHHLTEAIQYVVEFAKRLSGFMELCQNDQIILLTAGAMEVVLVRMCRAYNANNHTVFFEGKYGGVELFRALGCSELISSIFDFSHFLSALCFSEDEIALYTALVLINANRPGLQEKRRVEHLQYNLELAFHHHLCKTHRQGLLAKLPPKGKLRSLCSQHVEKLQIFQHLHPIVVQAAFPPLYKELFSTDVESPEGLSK
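In this cell-based reporter format, copper sulfate (700 uM final) drives Gal4–ROR gamma fusion expression from a metallothionein promoter in Drosophila Schneider cells; compounds preincubated 1 hr, reporter read after 20 hr at ambient temperature.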
FLuc modulator: counter-screen for miR-21 project: firefly luciferase inhibitors or activators. P08659. purified FLuc, Km substrates, luminescence inhibition. Potency, µM (series often up to 57.5 µM), for inactives: at the top dose activity change, negative = inhibition, most hits filed as inhibitors. 6.9% of 360,000 active. AID 588342;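 further: potency means the concentration at half of the fitted maximal effect; plate controls were vehicle for no effect and reference inhibitor for full effect; nearly all actives have a fitted effect of over 55% in size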
Target sequence (P08659 whole entry, looked up): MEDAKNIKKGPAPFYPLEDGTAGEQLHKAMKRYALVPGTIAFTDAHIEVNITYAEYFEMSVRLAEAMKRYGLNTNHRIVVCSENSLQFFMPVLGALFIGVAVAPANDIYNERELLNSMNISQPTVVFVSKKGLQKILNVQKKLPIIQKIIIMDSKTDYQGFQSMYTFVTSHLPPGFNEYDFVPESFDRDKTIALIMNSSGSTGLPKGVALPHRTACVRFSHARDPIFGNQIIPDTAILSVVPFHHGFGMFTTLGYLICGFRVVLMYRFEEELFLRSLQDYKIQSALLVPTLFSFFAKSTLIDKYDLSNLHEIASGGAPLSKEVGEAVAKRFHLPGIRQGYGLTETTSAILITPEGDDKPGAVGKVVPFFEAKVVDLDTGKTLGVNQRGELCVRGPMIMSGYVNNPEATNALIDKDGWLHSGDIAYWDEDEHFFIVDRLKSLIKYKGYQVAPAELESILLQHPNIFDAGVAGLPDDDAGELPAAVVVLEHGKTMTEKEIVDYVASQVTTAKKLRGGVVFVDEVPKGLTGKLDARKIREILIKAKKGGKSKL
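Purified P. pyralis luciferase, 10 nM final, with Km-level 10 uM D-luciferin and 10 uM ATP in 50 mM Tris acetate pH 7.5, 10 mM Mg acetate, 0.01% Tween-20, 0.05% BSA; 6-point qHTS titration about 60 µM downward; luminescence read.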
Gal4-VP16 FLuc: counter-screen for ROR gamma inhibitors: Gal4-VP16 reporter. Drosophila S2 Gal4-VP16 UAS-luciferase, luminescence, 20 h. Potency, µM (highest dose often 53.6 µM), for inactives: at the top dose activity, negative = inhibition, actives largely listed as inhibitors. 3.5% of 310,000 active. AID 2546;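 further: Gal4-VP16 expression switched on by copper sulfate through the metallothionein promoter; potency means the concentration at half of the fitted maximal effect; on the % scale 0 is the no-effect control and ±100 the full control effect; nearly all actives have a fitted effect of over 50% in size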
KCNH2 3.1 block: inhibitors of human KCNH2 3.1 potassium channel isoform; U2OS KCNH2 3.1, thallium flux FluxOr; hits give low values; activity change, % (tested at about 1.8 µM); 0.95% of 340,000 active; AID 720553;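 active means maximum activity change below -70%; inconclusive means maximum activity change from -70% to -50%; inactive means maximum activity change above -50%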;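 further: thallium influx rate constant from kinetic fluorescence after stimulation buffer; on the % scale 0 is the no-effect control and ±100 the full control effect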
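Thallium flux via FluxOr fluorescence (Red40 quencher, 45 min loading) in U2OS cells virally expressing the KCNH2 3.1 isoform (1.77 x 10^8 /mL virus, overnight at 37 C). Rate constants from 2-min kinetic reads post-stimulation, normalised to positive and negative controls.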
ELG1 DNA repair: ELG1-dependent DNA repair inhibition; Potency, µM (doses to about 46.1 µM), for the others: top-dose activity change, negative = inhibition, actives largely listed as inhibitors; 2.3% of 330,000 active; HEK293T ELG1-luciferase reporter, luminescence, 16 h; DNA damage induced by 5-fluorouridine; further: potency means the concentration at half of the fitted maximal effect; on the % scale 0 is the no-effect control and ±100 the full control effect; nearly all actives have a fitted effect of over 55% in size
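In this reporter screen, reduction of luminescence relative to DMSO vehicle indicated activity. Compounds and 5-fluorouridine were added together to 2,000 cells per well, incubated for 16 hr at 37 °C, then developed with ONE-Glo.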
Menin MLL FP TR: displaces Texas Red mutant MLL peptide from human menin | O00255 | Menin + Texas Red MLL mutant peptide, fluorescence polarization | Potency, µM (highest dose often 61.6 µM), for inactives: at the top dose FP activity change, negative = inhibition, usual class: inhibitors | 0.23% of 270,000 active; active means well fitted inhibition curve with a large enough effect in the polarisation, with a control signal flat, not every such curve was filed as active; inconclusive means small, poorly fitted or top-dose-only effect, or effect the other way, or a change in a side signal; inactive means no such curve, though single readings can be large or run the other way; the % refers to the polarisation; further: potency means the concentration at half of the fitted maximal effect; % of control where 0% means no effect; many of its hits are not listed in these tables
MBNL1 CUG block: MBNL1-poly(CUG) RNA binding inhibition. 0.036% of 280,000 active. Q9NR56. TR-FRET MBNL1-His/biotin-(CUG)12 binding, 665/545 ratio. Potency, µM (doses to about 57.5 µM), inactives show at the top dose activity change, negative = inhibition, hits mostly inhibitors; active means well fitted inhibition curve with a large enough effect in the signal ratio, with a control signal flat, not every such curve was filed as active; inconclusive means small, poorly fitted or top-dose-only effect, or effect the other way, or a change in a side signal; inactive means no such curve, though single readings can be large or run the other way; the % refers to the signal ratio; further: potency means the concentration at half of the fitted maximal effect; on the % scale 0 is the no-effect control and ±100 the full control effect
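MBNL1-His + Biotin-(CUG)12, cpd titration 92 nM–58 uM; Tb anti-His Ab 0.055 ng/ul, SA-XL665 5 nM (final); 60 min RT; ratiometric 665/545 nm, Ex 340 nm; normalized to buffer and full-complex controls.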
PKM2 act: increases activity of human pyruvate kinase M2; P14618; purified PKM2, Kinase-Glo ATP luminescence, activation; response scale: 0% is enzyme alone, no compound; Potency, µM (titrated, usually from 57.5 µM), for inactives: top-dose activation, usual class: activators; 0.34% of 260,000 active; further: potency means the concentration at half of the fitted maximal effect; on the % scale 0 is the no-effect control and ±100 the full control effect; nearly all actives have a fitted effect of over 55% in size
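Purified hPK-M2 (>95%) run at intermediate activity with 0.1 mM ADP and 0.5 mM PEP in 50 mM imidazole pH 7.2, KCl, MgCl2; 1 h room temperature. ATP formed read by Kinase-Glo luminescence; normalized to uninhibited and no-enzyme controls.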
Rab9 prom act: Rab9 promoter activation | AID 485297 | Huh7 Rab9 promoter-luciferase reporter, luminescence, 24 h | 2.8% of 320,000 active | Potency, µM (series often up to 9.22 µM), for inactives: at the highest dose activation, negative = inhibition, hits mostly activators; further: potency means the concentration at half of the fitted maximal effect; % of control where 0% means no effect; nearly all actives have a fitted effect of over 60% in size
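Huh7 reporter line, Rab9 promoter upstream of luciferase. Compound exposure 24 h at 37 °C in reduced-serum medium with 10% FBS. Read-out: luminescence.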
NPC1 prom act: NPC1 promoter activation. Huh7 NPC1 promoter luciferase reporter, 24 h. 2.4% of 320,000 active. Potency, µM (highest dose often 9.22 µM), for inactives: at the highest dose activation, hits mostly activators;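 further: potency means the concentration at half of the fitted maximal effect; % of control where 0% means no effect; nearly all actives have a fitted effect of over 60% in size; reporter is driven by a mutant NPC1 promoter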
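Huh7 cells stably carrying NPC1 promoter–luciferase, plated in Opti-MEM with 10% FBS for 2 h, were exposed to compound in DMSO for 24 h at 37 °C; luciferase reagent was added for 10 min and luminescence read.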
Mito fusion yeast: mitochondrial division inhibition or fusion activation. S. cerevisiae fusion-defective mutant growth rescue, CellTiterGlo 48 h. Potency, µM (top dose mostly 46.1 µM), for inactives: top-dose growth rescue (activation), most hits filed as activators. 0.23% of 320,000 active;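 further: potency means the concentration at half of the fitted maximal effect; % of control where 0% means no effect; nearly all actives have a fitted effect of over 45% in size; temperature-sensitive fusion mutants such as fzo1-1 at 37 °C on non-fermentable ethanol glycerol medium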
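Luminescent cell viability in 1536-well qHTS format served as the measure of rescued growth in ts fusion-mutant S. cerevisiae cultured on non-fermentable YPEG for 48 hours at 37C.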
* = called active by the depositor; ? = inconclusive; / = no result given; [ ] = dose if it differs, or a comment. Unless noted, the call rests on the fitted dose curve; in most records, active means well fitted curve in the direction sought with a large enough effect; inconclusive means small, poorly fitted or top-dose-only effect, or another doubt; inactive means no such curve, though single readings can be large; an effect the other way counts as inactive or inconclusive. Not all compounds are listed, so the mix of outcomes need not match the whole.

Sequence of screens: RORg inh | PKM2 act | FLuc modulator | Gal4-VP16 FLuc | ELG1 DNA repair | KCNH2 3.1 block | MBNL1 CUG block | Menin MLL FP TR | NPC1 prom act | Rab9 prom act | Mito fusion yeast
1	Cc1ccc(S(=O)(=O)NN2C(=O)/C(=C/c3cccn3C)SC2=S)cc1
 : -27% | -3% | 5% | -15% | 0% | / | 19% | 1% | 2% | 2% | ?
2	COc1cc(C(=O)N2CCc3ccccc32)c([N+](=O)[O-])cc1OC
 : -11% | 0% | -3% | 4% | 9% | -8 | ? | -16% | 2% | -4% | 0%
3	Cc1cc(C)cc(N(CC(=O)NCC2CCCO2)C(=O)CN2C(=O)COc3ccccc32)c1 (centres undefined)
 : -6% | -5% | -1% | 3% | -4% | 0 | -2% | ? | -1% | -1% | -2%
4	O=C(CC1C(=O)NCCN1C(=O)Nc1ccc(F)cc1)Nc1cc(Cl)ccc1Cl (centres undefined)
 : 20% | 3% | 1% | -1% | 6% | 15 | -4% | / | -12% | 0% | -3%
5	CCCn1c(N)c(C(c2ccc(OC)cc2)N2CCN(c3ccccc3)CC2)c(=O)[nH]c1=O (centres undefined)
 : 5% | 0% | 2% | 10% | 4% | 10 | -5% | -11% | -3% | -3% | -2%
6	CCOC(=O)C(Oc1ccc2c(-c3ccccc3)cc(=O)oc2c1C)c1ccccc1 (centres undefined)
 : 8% | 0% | 2% | -2% | -21% | -3 | ? | 9% | 3% | -6% | 5%
7	Cc1ccc(NC(=O)CS(=O)CC(=O)NCC2OCCc3ccccc32)c(C)c1 (centres undefined)
 : 8%[10 µM] | 1% | 4% | 7% | -1% | -8 | -5% | 5% | 0% | -2% | -7%
8	CC(C)OC(=O)c1c(NC(=O)CCC(=O)O)sc2c1CCCCC2
 : 29% | 1% | 2% | 4% | -18% | 11 | 0%[11.5 µM] | 0% | -9% | -4% | 7%
9	COc1ccc(C(=O)Nc2ccc(O)c3c(=O)cc(-c4cccc(Cl)c4)oc23)cc1
 : -7% | -1% | 1% | -6% | -11% | -15 | 0% | / | -1% | 1% | 5%
10	COC(=O)c1ccc(COC(=O)C2CCN(S(=O)(=O)c3ccc(C)c(C)c3)CC2)o1
 : / | / | 0% | / | 5% | 6 | / | / | 9% | -7% | 9%
11	NNc1ncnc2scc(-c3ccc(Cl)cc3)c12
 : ? | 8% | 5% | ? | -12% | -6 | 12% | -12% | -2% | -8% | 6%
12	OC(CON=C1c2ccccc2-c2ccccc21)CN1CCNCC1 (centres undefined)
 : -24% | -1% | 0% | -17% | 21% | -4 | ? | -22% | -3% | 2% | 6%
13	O=C(O)CC1(CC(=O)Nc2ccc(Br)cc2)CCCCC1
 : 3% | 10% | ? | -21% | 6% | -3 | -3% | 24% | 0% | 2% | -3%
14	COc1ccccc1CN1CC(C(=O)N(C)CCc2nc3ccc(F)cc3[nH]2)CCC1=O (centres undefined)
 : 18% | / | -1% | -2% | 6% | 10 | 0% | / | -2% | -4% | 1%
15	CCCOc1ccc(Cc2c(Cl)nc(SC)nc2N(C)C)cc1
 : ? | 3% | 0% | 5µM* | -22% | 10 | 0% | -18% | 0% | -4% | 11%
16	O=C(c1ccc2c(=O)n3c(nc2c1)CCCCC3)N1CCN(Cc2ccccc2)CC1
 : 0% | ? | -2% | 3% | 2% | 6 | 0% | -17% | -4% | -5% | -5%
17	Cc1c(NC(=O)CN2C(=O)c3ccc([N+](=O)[O-])cc3C2=O)c(=O)n(-c2ccccc2)n1C
 : -9% | -6% | -4% | -21% | 14% | -8 | ? | -2% | 0% | 21% | -10%
18	COc1ccccc1CCC(=O)N1CCN(C(=O)c2ccccc2)CC1
 : 27% | / | -1% | -9% | 12% | -3 | -3% | -1% | -7% | 1% | 4%
19	CCN(CC)C(=O)c1sc2nc(-c3cccs3)cc(-c3cccs3)c2c1N
 : -40% | -1% | -13% | -1% | -3% | -5 | / | / | 1% | -2% | 21%
20	Cc1ccc(C(=O)NCCN2CCOCC2)cc1S(=O)(=O)N1CCCCC1
 : 4% | -11% | 4% | 1% | 2% | -7 | -6% | / | -3% | 1% | 1%
21	COC(=O)CNC(=O)CNC(=O)c1nn(-c2ccc(OC)c(Cl)c2)c(=O)c2ccccc12
 : 21% | -3% | 1% | -7% | -7% | -15 | ? | 40%[activator] | -8% | 2% | -3%
22	O=C(Oc1ccccc1)c1ccc2nsnc2c1
 : 7% | -5% | ? | 29% | ? | -2 | ? | ? | 0% | 0% | 3%
23	O=C(Nc1ccc(Cl)cc1Cl)NC1CCN(S(=O)(=O)c2ccc(F)cc2)CC1
 : 6% | 3% | 1% | -5% | ? | -8 | -3% | / | -3% | -4% | -3%
24	O=C(Nc1ccc(C(=O)Oc2ccccc2)c(O)c1)c1ccco1
 : 3% | -21% | 7.6µM* | -12% | ? | 0 | -11% | 20% | ? | 2.2µM* | 18%
25	N#CC(c1ccc(O)cc1)N1CCOCC1 (centres undefined)
 : -12% | 0% | 5% | -4% | -2% | -8 | -5% | -2% | -1% | -6% | -5%
26	O=C(COC(=O)c1ccc2c(c1)OCO2)Nc1ccccc1Cl
 : / | / | -7% | / | 24% | 10 | / | / | -1% | 2% | -6%
27	Cc1ccc(/C=C/C(=O)c2cc(Br)ccc2OC(=O)c2ccco2)cc1
 : ? | 2% | ? | 2%[0.365 µM] | ? | -17 | 7% | 20% | 2% | 1% | -5%
28	CCOc1cc(C2C(C#N)=C(N)OC3=C2C(=O)CC(C)(C)C3)cc([N+](=O)[O-])c1O (centres undefined)
 : -5% | -6% | ? | 2% | 25% | 20 | ? | 6% | -2% | 1% | 6%
29	CCN(CC)CCN1C(=O)C(=O)/C(=C(/O)c2cccc(OC)c2)C1c1ccccn1 (centres undefined)
 : -10% | -1% | -9% | 8% | 16% | 7 | ? | -8% | 7% | 6% | -4%
30	CSc1ccc(C#N)cc1NC(=O)c1ccc(Cl)nc1
 : -2% | -2% | -3% | -23% | 14% | 3 | 1% | ? | -2% | -12% | 18%
31	CC(C)NCCCOc1ccc(C(C)(C)c2ccccc2)cc1
 : 3% | -8% | 2% | 6% | 3% | -8 | -4% | -20% | 2% | 0% | -4%
32	Cc1c(Cl)c([N+](=O)[O-])nn1CCCC(=O)Nc1cc(Oc2ccccc2)cc([N+](=O)[O-])c1
 : ? | -3% | 0% | 2% | 3% | -8 | -6% | 22% | -3% | -1% | -2%
33	O=C(O)CCC1(c2ccccc2)NC(=O)NC1=O (centres undefined)
 : 15% | -5% | -1% | -2% | -5% | -11 | -5% | / | -5% | -5% | 2%
34	COCCn1nnnc1C(c1ccc(C(F)(F)F)cc1)N1CCOCC1 (centres undefined)
 : -14% | 2% | 3% | -1% | -2% | 2 | 3% | 6% | 1% | 0% | 1%
35	C#CCOCCOCCOCCNc1nc(N2CCN(C(=O)[C@H](CCC(=O)O)n3cc(C(N)CO)nn3)CC2)nc(N2CCN(C(=O)[C@H](CCC(=O)O)n3cc(C(N)CC(C)C)nn3)CC2)n1 (some centres undefined)
 : 28% | -13% | -1% | 7% | 27% | / | -8% | / | -2% | -11% | -34%[inhibitor]
36	O=C(NCc1nc2ccccc2[nH]1)C1=C[C@@H](C2CCCCC2)C[C@@H](OCCCCO)O1
 : -8% | 0% | 0% | 6% | ? | -75* | -8% | / | -13% | -19% | 0%
37	NC(=O)CC(NC(=O)Cc1ccc(Br)cc1)c1ccc(N2CCC(N3CCCC3)CC2)c([N+](=O)[O-])c1 (centres undefined)
 : 5% | 2% | 6% | -4% | 25% | 18 | ? | -2% | 3% | -1% | 0%
38	CC1CCCCN1c1ncnc2ccccc12 (centres undefined)
 : ? | 1% | -13% | ? | ? | -7 | -1% | -11% | -8% | -13% | -2%
39	N#C/C(=C\c1ccccc1)c1ccccn1
 : 23% | -48% | 19µM* | ? | ? | -5 | 4% | 9% | ? | ? | 4%
40	S=C1NC2=C(CCCC2=C2SCCCS2)C(c2ccccc2)N1 (centres undefined)
 : ? | -1% | ? | 7.9µM* | 11% | 9 | 32%[activator] | -12% | 0% | -7% | 19%
